Screens (PubChem)
KAT2A inh = inhibitors of human GCN5L2 histone acetyltransferase; Q92830; GCN5L2 HAT assay, ThioGlo1 CoA-SH fluorescence; Potency, µM (top dose mostly 58.9 µM), without a hit: at the top dose activity change, negative = inhibition, hits mostly inhibitors; 0.21% of 390,000 active
Target sequence (Q92830 whole entry, looked up): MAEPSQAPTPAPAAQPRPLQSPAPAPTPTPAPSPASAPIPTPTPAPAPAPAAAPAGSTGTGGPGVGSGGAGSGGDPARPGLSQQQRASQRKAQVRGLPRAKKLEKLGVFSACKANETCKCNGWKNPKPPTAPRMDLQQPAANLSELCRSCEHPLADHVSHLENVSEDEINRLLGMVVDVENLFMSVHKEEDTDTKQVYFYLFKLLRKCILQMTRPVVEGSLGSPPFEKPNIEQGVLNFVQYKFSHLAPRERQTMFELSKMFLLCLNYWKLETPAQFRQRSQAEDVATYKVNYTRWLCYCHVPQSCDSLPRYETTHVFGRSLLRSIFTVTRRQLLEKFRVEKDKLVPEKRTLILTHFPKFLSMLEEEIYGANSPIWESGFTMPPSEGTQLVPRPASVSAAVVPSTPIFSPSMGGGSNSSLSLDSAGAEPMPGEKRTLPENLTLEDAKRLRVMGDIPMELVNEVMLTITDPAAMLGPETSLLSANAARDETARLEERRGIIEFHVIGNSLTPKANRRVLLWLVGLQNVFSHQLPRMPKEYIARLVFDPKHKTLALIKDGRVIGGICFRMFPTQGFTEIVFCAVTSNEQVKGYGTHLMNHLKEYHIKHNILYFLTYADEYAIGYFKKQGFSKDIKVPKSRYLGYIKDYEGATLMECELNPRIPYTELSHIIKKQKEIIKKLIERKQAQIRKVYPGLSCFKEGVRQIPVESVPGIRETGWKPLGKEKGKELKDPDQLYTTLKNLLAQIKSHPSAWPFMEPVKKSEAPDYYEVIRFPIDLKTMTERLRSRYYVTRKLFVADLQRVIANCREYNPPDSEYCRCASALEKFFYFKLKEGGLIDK
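Enzyme at 20nM final was mixed with library compounds for 15 min at room temperature. Peptide H3(1-25) at 75uM, acetyl-CoA at 70uM and ThioGlo1 at 50uM were then added. Plates were read immediately and after 20 min (Ex340nm/Em540nm).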
TDP1 cell noCPT = qHTS for Inhibitors of human tyrosyl-DNA phosphodiesterase 1 (TDP1): qHTS in cells in absence of CPT | AID 686978, 2013 | 15% of 420,000 active | DT40 Tdp1-/- hTDP1 cells, no CPT, ATP luminescence, 48 h | Potency, µM (series often up to 46.2 µM), inactives show at the top dose activity change, negative = growth inhibition, most hits filed as inhibitors; also: nearly all actives have a fitted effect of over 55% in size
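Cells were dispensed at 400 per well, compounds added by pin tool, plates incubated ≥48 hr at 37 °C, then CellTiter-Glo added for 30 min at room temperature before luminescence reading. Line: DT40 Tdp1-/- complemented with hTDP1; camptothecin omitted.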
DT40 TDP1 CPT = DT40-hTDP1 cell growth loss with CPT; chicken DT40 Tdp1-/-;hTDP1 cells + 20 nM CPT, ATP luminescence, 48 h; Potency, µM (doses to about 46.2 µM), for inactives: top-dose activity change, negative = growth inhibition, usual class: inhibitors; 12% of 420,000 active; AID 686979; also: nearly all actives have a fitted effect of over 55% in size
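Chicken DT40 Tdp1-/- cells stably complemented with human TDP1 were seeded at 400 cells/well in medium containing 20 nM camptothecin, exposed to pin-transferred compounds, and grown at 37 °C for at least 48 hr. Viability was read as ATP luminescence.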
* hit, by the source's call; ? = inconclusive; . = not tested or not shown; & = joins results of further samples; [ ] = remark or other dose. Calls follow the shape of the dose curve; as a rule, active = well fitted curve in the direction sought with a large enough effect; inconclusive = small, poorly fitted or top-dose-only effect, or another doubt; inactive = no such curve, though single readings can be large; an effect the other way counts as inactive or inconclusive. % is scaled to controls: 0 for no effect and ±100 for the full control effect; potency is read from the fitted curve at half-maximal effect. Compounds were not picked by outcome. About 18% of those tested had a hit in this group.

Order of values – KAT2A inh | TDP1 cell noCPT | DT40 TDP1 CPT
1	CCc1ccc(NC(=O)CSC2=C(C#N)C(c3ccco3)C3=C(CCCC3=O)N2)cc1 (configuration not stated)
 : -12.4% | ? | ?
2	COC1=CC(=O)CC(C)C12Oc1cc(OC)cc(OC)c1C2=O (configuration not stated)
 : -22.4% | -18.8% | -5.8%
3	CCCCSCCCNC(=O)c1cc(-c2cccnc2)nc2ccc(S(=O)(=O)N3CCC(C)CC3)cc12
 : 4.0% | -17.3% | 2.7%
4	Cc1c(C)c2ccc(OCC(=O)N[C@@H](Cc3ccccc3)C(=O)O)cc2oc1=O
 : -1.6% | -19.0% | ?
5	O=C(CN1CCOCC1)Nc1ccc(OC(F)(F)F)cc1
 : 2.2% | -11.3% | -5.3%
6	Cc1oc(=O)c(NC(=O)c2ccccc2)cc1C(N)=O
 : -3.9% | -1.7% | 23.8%
7	COc1ccccc1N1CCN(C(=O)C2CCN(S(=O)(=O)c3ccc(F)cc3)CC2)CC1
 : 2.8% | ? | -14.9%
8	COc1ccc(-n2c(=O)c3c4c(sc3n(Cc3ccccc3)c2=O)CN(C(C)=O)CC4)cc1OC
 : -1.6% | -18.9% | 3.3%
9	CN(C)S(=O)(=O)c1ccc(Cl)c(NC(=O)CN2CCN(Cc3ccc4c(c3)OCO4)CC2)c1
 : -4.4% | 20.6µM* | ?
10	CC(C)(C)n1nc2c(c1NC(=O)c1ccccc1F)CS(=O)C2 (configuration not stated)
 : 0.9% | -11.6% | -4.8%
11	COc1ccc(NC2CS(=O)(=O)CC2NCc2ccccc2)cc1 (configuration not stated)
 : 0.4% | ? | -13.1%
12	Cc1ccccc1S(=O)(=O)NC(=O)C1(C)CCN1C(=O)CC1CCCCC1 (configuration not stated)
 : . | -4.3% | -15.7%
13	COc1ccccc1OCc1cc(C(=O)N2CCCC(OCc3cccnc3)C2)no1 (configuration not stated)
 : -1.5% | ? | ?
14	Cc1ccc(NC(=O)Nc2cccc(Cl)c2)c(C(=O)O)c1
 : -12.7% | ? | ?
15	O=S(=O)(NCCc1ccc(Cl)cc1)c1ccc(N2CCCCS2(=O)=O)cc1
 : -0.5% | 23.1µM* | 18.4µM*
16	CC1(C)NC(=O)N(CC(O)CN2CCCC2)C1=O (configuration not stated)
 : 3.8% | -5.5% | 10.6%
17	CC1(C(=O)Nc2cccc(Oc3ccccc3)c2)CCN1Cc1ccccc1OC(F)F (configuration not stated)
 : . | ? | ?
18	CC(=O)Nc1ccc2c3c(ccc([N+](=O)[O-])c13)CC2
 : . | 1.2% | -4.5%
19	Cc1cc(NC(=O)CNCC(c2ccccc2)N(C)C)c([N+](=O)[O-])cc1C (configuration not stated)
 : 0.3% | 1.1% | 4.7%
20	O=S(=O)(NCCSc1nnnn1-c1ccccc1)c1ccc(F)cc1
 : -1.0% | ? | ?
21	CCC(C)(C)n1nnnc1C(c1cc2ccc(OC)cc2[nH]c1=O)N1CCc2ccccc21 (configuration not stated)
 : -11.5% | -24.9% | ?
22	C=CCn1c(SCC(=O)N(C)C)nc2sc3c(c2c1=O)CCC3
 : 0.1% | ? | ?
23	CCOP(=O)(c1ccc(N(C)C)cc1)C(O)c1ccncc1 (configuration not stated)
 : -8.0% | -13.5% | -24.7%
24	Cc1nn(Cc2ccccc2)c(C)c1NC(=O)CCCn1nc([N+](=O)[O-])c(Cl)c1C
 : 0.5% | -25.1% | -24.7%
25	Cn1nc(-c2ccccn2)nc2c(=O)n(C)c(=O)nc1-2
 : -5.4% | 0.517µM* | 0.651µM*
26	Cn1c(Cc2cccs2)nnc1SCC(=O)N1CCCc2ccccc21
 : -0.6% | 4.3% | -3.5%
27	CCCS(=O)(=O)NC(=O)C1(C)CCCN(C(=O)c2cc(C)on2)C1 (configuration not stated)
 : . | 0.8% | -2.1%
28	O=C1CN(C(=O)COc2ccc(F)cc2Cl)c2ccccc2N1
 : -3.7% | -0.9% | -17.6%
29	Cc1ccc(Cc2cnc(N3C(=N)SC(c4ccccc4)C3=O)s2)cc1 (configuration not stated)
 : -4.9% | 16.4µM* | 16.4µM*
30	CCOC(=O)CSc1nc(C)c(C(C)=O)cc1C#N
 : 4.0% | 4.1% | -5.4%
31	Cc1cc(NC(=S)N(Cc2cccc(Br)c2)CC2CCC(C(=O)O)CC2)ccc1Cl (configuration not stated)
 : -11.8% | -16.0% | ?
32	Cc1cccc(Cn2c(N(C)Cc3ccccc3)nc3c2c(=O)[nH]c(=O)n3C)c1
 : -2.2% | ? | ?
33	O=C1c2ccccc2N2C(=O)c3ccccc3C2N1O (configuration not stated)
 : -6.2% | -18.6% | -8.9%
34	C[C@@H](C(=O)NC1CCN(Cc2ccccc2)CC1)N1C(=O)N2CCc3c([nH]c4ccccc34)[C@@]2(C)C1=O
 : 3.1% | ? | 23.1µM*
35	COc1cc(C(=O)Nc2sc3c(c2C(N)=O)CCC(C)C3)cc(OC)c1OC (configuration not stated)
 : 1.9% | -14.6% | ?
36	CCCOCC(O)CC(Cc1ccccc1)C(=O)NN (configuration not stated)
 : -5.9% | 4.6% | -4.1%
37	CCn1c(SCC(=O)N(C)C2CCS(=O)(=O)C2)nnc1-c1ccccc1 (configuration not stated)
 : -0.2% | -7.4% | 22.5%
38	CC1(C)CC(=O)C(/C=N/n2c(C(F)(F)F)nc3ccccc3c2=O)=C(O)C1
 : -11.1% | ? | 16.4µM*
39	CCCCn1c(N)c(N(C)C(=O)c2ccc(OCC3CCCO3)cc2)c(=O)[nH]c1=O (configuration not stated)
 : 0.6% | -4.2% | 1.3%
40	CC1=C(C(=O)Nc2cccnc2)C(c2ccccc2)n2nc(SCc3ccccc3F)nc2N1 (configuration not stated)
 : -0.4% | ? | ?
41	COc1ccc(COC(=O)N/N=C(\C)CC(=O)Nc2ccc(Cl)cc2)cc1
 : -2.2% | -6.9% | 12.7%
42	Nc1ccc2nn(-c3cccc4ccccc34)nc2c1
 : ? | 16.4µM* | 11.6µM*
43	CCCCc1nnc(NC(=O)c2ccc(-n3cncn3)c([N+](=O)[O-])c2)s1
 : 0.3% | -19.0% | -15.1%
44	NC(=O)c1nsc(C(=O)N(Cc2cccnc2)C(C(=O)NCc2ccccc2)c2ccc(O)cc2)c1N (configuration not stated)
 : -3.9% | -14.1% | -8.6%
45	COc1ccc(-n2c3c(cc(C#N)c2=O)C(=O)CCC3)cc1
 : -7.0% | -4.5% | -1.8%
46	Cc1ccc(S(=O)(=O)N2CCC(=O)N(C(COCc3ccc(C(F)(F)F)cc3)C(C)C)CC2)cc1 (configuration not stated)
 : -16.0% | 11.6µM* | 16.4µM*
47	CCN1CCN(S(=O)(=O)c2c(C)cc(C)cc2C)CC1
 : -0.5% | 5.2% | 4.1%
48	CC(=O)N/C(=N\c1nc(C)cc(C)n1)Nc1ccccc1Cl
 : 2.5% | -2.4% | 16.2%
49	COc1ccc(CNC(=O)CCCn2ccc3cc(S(=O)(=O)N4CCCC4)ccc32)cc1
 : -6.2%&-7.7% | 11.6µM* | 18.4µM*
50	O=C(CN1C(=O)CCOc2ccccc21)Nc1ccc(Cl)c(S(=O)(=O)N2CCOCC2)c1
 : -3.5% | ? | -26.9%
51	O=C(NN=C1CCC(=NNC(=O)c2ccccn2)CC1)c1ccccn1
 : ? | -23.0% | 2.3%
52	O=C(Nc1ccc(Oc2ccccc2)nc1)[C@H]1O[C@@H](n2ccc(=O)[nH]c2=O)[C@H](O)[C@@H]1O
 : . | -6.3% | -11.7%
53	CC(=O)Nc1cc(C)c2nc(NC(C)=O)sc2c1
 : 14.1% | -1.0% | -8.3%
54	COc1cc2[nH]c(C(=O)N(C)Cc3ccccc3)cc2c(OC)c1OC
 : -6.1% | -28.8% | -10.3%
55	CC(NC(=O)CSc1nc2c(cc1C#N)CN(C)CC2)c1ccccc1 (configuration not stated)
 : -5.9% | ? | ?
56	CCCSC(=S)c1c(C)[nH]n(-c2ccccc2)c1=O
 : 0.8% | 16.4µM* | 20.6µM*
57	Nc1ccc(Nc2nc(-c3cc4ccccc4oc3=O)cs2)cc1
 : -0.1% | 8.2µM* | 18.4µM*
58	Nc1ccc(S(=O)(=O)Nc2nccc(/C=C/c3ccc([N+](=O)[O-])cc3)n2)cc1
 : 1.2% | -5.1% | -17.4%
59	CC(=O)c1sc(NC(=O)c2ccco2)nc1-c1ccccc1
 : -8.7% | -8.9% | 9.3%
60	CCC1CN(CC(=O)NCc2n[nH]c3c2CCCCC3)Cc2cc(OC)ccc2O1 (configuration not stated)
 : . | ? | 16.9%[9.04 µM]

Additional records follow:
Order of values – KAT2A inh | TDP1 cell noCPT | DT40 TDP1 CPT
61	Cc1oc(-c2cccc(Cl)c2)nc1CS(=O)(=O)CC(=O)NCc1ccccc1Cl
 : 0.1% | ? | -11.8%
62	O=C(CSc1ncnc2c1oc1ccccc12)NCc1ccc(F)cc1
 : -6.3% | ? | -29.1%
63	FC(F)(F)c1cnc(-n2cc[nH]c2=S)c(Cl)c1
 : -6.3% | -26.4% | -23.0%
64	Cc1ccc(C(=O)NC(=S)NNC(=O)CCN2CCOCC2)cc1
 : -7.3% | ? | ?
65	Cc1cc(Cl)c(S(=O)(=O)N2CCN(c3ccc(F)cc3)CC2)cc1OCC(N)=O
 : -3.1% | -15.1% | -25.0%
66	Cc1ccc(CNC(=O)COC(=O)c2cnccn2)cc1
 : -3.8% | -9.7% | -8.2%
67	COc1cccc(-c2nn(C)c3sc(C(=O)NCCCN(C)Cc4ccccc4)cc23)c1
 : -11.6% | 16.4µM* | ?
68	COc1ccccc1CCn1c(N)c(C#N)c2nc3ccccc3nc21
 : -16.2% | ? | ?
69	CC1CCN(CCCCOc2ccc(C(C)(C)C)cc2)CC1
 : -3.0% | ? | 23.1µM*
70	COC(=O)c1sc(N2C(=O)C(=O)/C(=C(/O)c3ccc(C)cc3)C2c2ccco2)nc1C (configuration not stated)
 : -15.8% | -4.9% | ?
71	CC(C)(C)n1c(O)c2n(c1=O)Cc1ccccc1N=C2c1ccccc1
 : . | ? | ?
72	CCOc1cc(N2CCOCC2)c(OCC)cc1NC(=O)COC(=O)c1ccccc1C
 : 0.4% | ? | ?
73	Cc1ccc(S(=O)(=O)CCC(=O)NCCc2ccccc2)cc1
 : 1.5% | -13.9% | -6.6%
74	CCc1noc(C)c1C(=O)N1CCCSC1=Nc1ccccc1OC
 : -7.5% | 2.6% | -7.0%
75	O=C(NC1CCCCC1)c1ccc2c(c1)OCCO2
 : -3.7% | -15.6% | ?

Single records, as listed above. Values in the order: KAT2A inh | TDP1 cell noCPT | DT40 TDP1 CPT
Shown for `Cc1ccc(S(=O)(=O)CCC(=O)NCCc2ccccc2)cc1` : 1.5% | -13.9% | -6.6%
Shown for `O=C(NC1CCCCC1)c1ccc2c(c1)OCCO2` : -3.7% | -15.6% | ?
Shown for `CC1CCN(CCCCOc2ccc(C(C)(C)C)cc2)CC1` : -3.0% | ? | 23.1µM*
Shown for `Cc1cc(Cl)c(S(=O)(=O)N2CCN(c3ccc(F)cc3)CC2)cc1OCC(N)=O` : -3.1% | -15.1% | -25.0%
Shown for `COc1ccccc1CCn1c(N)c(C#N)c2nc3ccccc3nc21` : -16.2% | ? | ?

The list continues.
Order of values – KAT2A inh | TDP1 cell noCPT | DT40 TDP1 CPT
76	CSCCC(NC(=O)c1ccccc1)C(=O)NCCc1ccccc1 (configuration not stated)
 : -4.6% | -19.1% | -1.1%
77	CCOC(=O)C1CCC(CN(Cc2ccccc2)S(=O)(=O)c2ccc(Br)cc2)CC1 (configuration not stated)
 : -11.8% | ? | ?
78	COc1ccc(Cl)cc1NC(=O)CCCNC(=O)c1ccc(Cl)cc1
 : 2.4% | 10.2% | -11.8%
79	Cc1ccc(S(=O)(=O)N2CCC(C)CC2)cc1[N+](=O)[O-]
 : -5.3% | -4.3% | 5.7%
80	CN(Cc1ccccc1)C(=O)[C@@H]1CCCN1C(=O)[C@@H]1CCCN1C(=O)c1cccs1
 : . | -2.1% | -2.3%
81	CC(C)(C)C(=O)Nc1ccc(C(=O)Nc2cccnc2)cc1
 : -1.1% | -3.0% | -8.4%
82	CC(=O)OCC=C1CCC2C3CC(C)C4=CC(=O)CCC4(C)C3C(O)CC12C (configuration not stated)
 : . | ? | ?
83	CCNC(=S)Nc1ccc2c(c1)c(=O)n(C)n2CC=C(C)C
 : . | -13.9% | -11.4%
84	CC(NC(=O)COC(=O)c1ccc([N+](=O)[O-])s1)c1ccccc1 (configuration not stated)
 : -1.6% | -4.6% | ?
85	COc1cccc(C2N(c3ccccc3)CCN2c2ccccc2)c1OC
 : -2.8% | -21.9% | -5.8%
86	CCC(OC(=O)c1cccs1)C(=O)NCc1ccc2c(c1)OCO2 (configuration not stated)
 : -8.8% | 2.1% | 0.8%
87	COc1cc(C2C(C(=O)Nc3ccccc3)=C(C)Nc3nnnn32)cc(OC)c1OC (configuration not stated)
 : -0.4% | 11.6µM* | 4.9%
88	Cc1ccc(CN=Cc2[nH]c3ccc(Br)c(Cl)c3c2O)cc1
 : -0.2% | 20.6µM* | ?
